# Assay outcomes: PubChem BioAssay, several laboratories
# MgcRacGAP inhibition: MgcRacGAP GTPase-activating activity inhibitors, confirmation, biochemical, ADP Hunter fluorescence | MgcRacGAP-stimulated Rac1 GTP hydrolysis, ADP Hunter fluorescence; higher % means a stronger effect; GST-tagged Rac1 F28L mutant substrate | Rac GTPase-activating protein 1 (Homo sapiens) | AID 624330, 2012 | hit rate 0.6% among 340,000 | inhibition, % at 30 µM; hits with a dose series show IC50 in µM;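 active = first-screen hits whose inhibition reached a set limit at any dose in the follow-up dose series; inconclusive = inhibition above the set first-screen limit but never retested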;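 note: fluorescence reports GDP produced by GAP-driven GTP hydrolysis; strong numbers were not always called active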
# Dengue-2 NS5 capping: Dengue-2 NS5 methyltransferase inhibitors, primary screen, biochemical, confirmation dose response (AID 588689) | Genome polyprotein (Dengue virus type 2 (strain 16681-PDK53)) | Dengue-2 NS5 methyltransferase capping enzyme assay, biochemical; higher % means a stronger effect | inhibition, % at 25 µM, or IC50 in µM where a hit was titrated | hit rate 0.3% among 340,000; in the data active = a potency from the dose series; inconclusive = inhibition above about 29% without an active follow-up result
# AID2073: inhibitors of Mint1-CaV2.2 protein interaction, biochemical, HTRF (AID 2073); Voltage-dependent N-type calcium channel subunit alpha-1B (Homo sapiens); HTRF protein-protein interaction, Mint1-CaV2.2; higher % means a stronger effect; inhibition, % at 20 µM, or IC50 in µM where a hit was titrated; hit rate 0.19% among 290,000; in the data active = inhibition mostly above about 51%, no sharp cut-off; inconclusive = no clear call, values can overlap the other calls; inactive = mostly below about 53%; note: some results filed as inactive read as strong as hits
# NTR1 agonist: agonists of NTR1, primary screen, imaging, U2OS cells, beta-arrestin-GFP, high content (AID 493036) | Neurotensin receptor type 1 (Homo sapiens), P30989 | NTR1-U2OS beta-arrestin-GFP spot imaging, agonist mode | activation, % at 20 µM | hit rate 0.17% among 330,000;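 active = activation at or above 40% of the spot to cytoplasm intensity ratio, with at least 20 cells analyzed; inconclusive = wells under 20 cells, flagged as cytotoxic or low count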;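 note: 0% = DMSO without peptide and 100% = 100 nM NTR1 peptide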
# Target sequence (P30989 whole entry, looked up): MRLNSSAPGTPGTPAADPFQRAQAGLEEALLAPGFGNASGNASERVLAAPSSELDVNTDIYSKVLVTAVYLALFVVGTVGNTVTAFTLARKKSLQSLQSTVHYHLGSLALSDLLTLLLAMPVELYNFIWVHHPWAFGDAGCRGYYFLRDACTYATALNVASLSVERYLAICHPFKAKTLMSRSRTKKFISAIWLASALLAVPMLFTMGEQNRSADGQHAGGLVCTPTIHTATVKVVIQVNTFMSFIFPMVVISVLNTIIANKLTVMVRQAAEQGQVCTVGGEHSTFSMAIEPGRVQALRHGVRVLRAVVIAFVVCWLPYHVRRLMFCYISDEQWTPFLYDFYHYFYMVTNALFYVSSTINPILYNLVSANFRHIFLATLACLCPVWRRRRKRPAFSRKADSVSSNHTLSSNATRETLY
# Large T inhibition: SV40 large T antigen inhibitors, biochemical (AID 1903) | SV40 large T antigen ATPase/helicase inhibition assay; higher % means a stronger effect | one-dose inhibition, % at 20 µM; IC50 in µM for titrated hits | hit rate 0.39% among 310,000; in the data active = a potency from the dose series; inconclusive = inhibition mostly from about 32% at the one dose, without a potency; inactive = the rest, 99 in 100 with inhibition below about 32%; note: strong numbers were not always called active
# GPR55 activation: GPR55 agonists via beta-arrestin recruitment, primary screen, imaging, U2OS cells, beta-arrestin-GFP redistribution (AID 1961); G-protein coupled receptor 55 (Homo sapiens); U2OS GPR55 beta-arrestin-GFP redistribution imaging; higher % means a stronger effect; one-dose activation, % at 10 µM; EC50 in µM for titrated hits; hit rate 0.048% among 290,000;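 active = activation above 40% with more than 50 cells counted in the well; inconclusive = wells holding fewer than 50 cells, flagged as toxic or sparse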;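 note: U2OS osteosarcoma cells stably expressing GPR55 and beta-arrestin-GFP; plate controls were DMSO negative control for no effect and LPI positive control for full effect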
# GPR35 antagonists: GPR35 antagonists blocking zaprinast-driven arrestin recruitment, primary screen, imaging, U2OS, beta-arrestin-GFP, zaprinast agonist (AID 2058); U2OS GPR35 beta-arrestin-GFP translocation imaging, zaprinast antagonism; higher % means a stronger effect; G-protein coupled receptor 35 (Homo sapiens); inhibition, % at 10 µM; hits with a dose series show IC50 in µM; hit rate 0.052% among 290,000;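 active = inhibition of at least 50% with at least 30 cells and total cytoplasm GFP at most 10,000,000; inconclusive = under 30 cells or total GFP of 10,000,000 plus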
# GPR55 LPI antagonism: GPR55 antagonists blocking LPI-driven arrestin recruitment, primary screen, imaging, U2OS, beta-arrestin-GFP, LPI agonist (AID 2013); G-protein coupled receptor 55 (Homo sapiens); hit rate 0.13% among 290,000; inhibition, % at 10 µM; hits with a dose series show IC50 in µM; U2OS GPR55 beta-arrestin-GFP translocation imaging, LPI antagonism; higher % means a stronger effect;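 active = spots per cell inhibited over 60%, with over 100 cells counted and total cytoplasm intensity under 500,000; inconclusive = wells with under 100 cells, flagged as likely toxic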;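 note: U2OS cells stably carrying GPR55 and arrestin-GFP stimulated by 5 µM LPI near EC80; imaged beta-arrestin-GFP aggregate spots per cell after agonist stimulation; plate controls were LPI-stimulated DMSO wells for no effect and DMSO wells without LPI for full effect; some results filed as inactive read as strong as hits; confirmed hits need IC50 under 10 µM and bright autofluorescent wells are also inconclusive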
# Yfh1-off respiration: enhancers of respiration in Yfh1-depleted yeast, dose response, Friedreich's ataxia, plus single-dose screen (AID 1465); S. cerevisiae Yfh1-off respiration, WST-1 reduction, 72 h; higher fold induction means a stronger effect; fold induction at 50 µM; hits with a dose series show EC50 in µM; hit rate 0.074% among 220,000;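 active = fold induction of absorbance versus untreated yeast above a set limit, then at least 30% activation at any dose in follow-up; inconclusive = repeats straddling the limit, or above it without dose testing; inactive = fold induction below the set limit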;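 note: activators that raise dye reduction in frataxin-depleted yeast; strong numbers were not always called active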
# NTR1 agonist cell count 20 µM: second read-out of NTR1 agonist, no call of its own (marks repeat the call); cell count; measured here: cell count, cytotoxicity flag
# Dengue-2 NS5 capping pilot replicate: recorded beside Dengue-2 NS5 capping, whose call it bears; inhibition, %; measured here: pilot screen replicate inhibition
# Active calls of the source: *; i = inactive; ? = inconclusive; nt = not tested or not shown. Hits appear at their usual frequency; overall some 1.7% were active at least once.
SMILES,MgcRacGAP inhibition,Dengue-2 NS5 capping,AID2073,NTR1 agonist,NTR1 agonist cell count 20 µM,Large T inhibition,GPR55 activation,GPR35 antagonists,GPR55 LPI antagonism,Yfh1-off respiration,others
Cc1c(C(=O)N2CCN(c3ccc(C(F)(F)F)cn3)CC2)oc2ccccc12,9.4%,0.0%,2.4%,7.9,42,9.6%,-0.1%,-3.7%,-8.6%,i,
Cc1onc(-c2ccccc2)c1C(=O)NC(C)CCc1ccccc1 (stereo unspecified),4.2%,-9.9%,-10.1%,-0.3,41,2.5%,-0.2%,-5.2%,-3.4%,nt,
CCc1ccc(C(=O)C(C)OC(=O)CNS(=O)(=O)c2ccc(C)cc2)cc1 (stereo unspecified),0.9%,-5.1%,nt,3.2,62,7.9%,nt,nt,nt,nt,
COc1ccc2cc3cc(C(=O)NCc4ccco4)oc3nc2c1,4.6%,-5.7%,28.5%,2.8,83,18.7%,-0.1%,5.7%,15.6%,i,
O=C(O)c1ccccc1C(=O)N1N=C(c2ccccc2)CC1c1ccccc1O (stereo unspecified),12.0%,-8.2%,15.8%,1.6,75,10.3%,1.2%,-3.4%,12.2%,nt,
COc1ccc(NS(=O)(=O)c2ccc(OC)c(NC(=O)CCC3CCCCC3)c2)cc1,12.5%,-2.2%,2.7%,-0.1,46,1.8%,-0.2%,4.9%,12.9%,i,
Cn1c(=O)c2ccccc2n(Cc2ccccc2Cl)c1=O,-7.7%,-5.8%,3.7%,0.0,46,5.5%,-0.1%,-3.5%,-7.4%,nt,
COc1ccc(O[C@H]2C=C[C@@H](c3ccccc3)O[C@@H]2CO/N=C(\C)CCN2CCc3nc(-c4ccccc4)c(-c4ccccc4)cc3C2)cc1,nt,nt,15.0%,-0.6,90,9.4%,-0.2%,-10.4%,3.7%,nt,
c1ccc(C(c2ccccc2)N2CCN(C(c3ccccn3)c3nnnn3C3CCCC3)CC2)cc1 (stereo unspecified),6.6%,3.0%,28.0%,2.2,52,-0.3%,0.2%,4.8%,7.1%,i,
CC(Sc1nnc(C(C)N(C)C)n1-c1ccc(Cl)cc1)C(=O)Nc1ccc2c(c1)OCO2 (stereo unspecified),8.9%,-6.5%,-10.2%,-0.5,73,3.0%,0.0%,2.8%,9.6%,i,
O=C(NCCS(=O)(=O)N1CCN(Cc2ccccc2)CC1)c1ccc(F)cc1,11.3%,-0.7%,nt,2.6,51,12.6%,nt,nt,nt,nt,
N#CC1=C(N)N(c2ccc(F)cc2)C2=C(C1c1ccc(O)cc1)S(=O)(=O)CC2 (stereo unspecified),11.1%,-64.7%,8.6%,nt,nt,23.4%,-0.3%,-0.5%,-3.8%,i,
CCOc1ccc(NC(=O)CCC(=O)N/N=C2\CCCc3ccccc32)cc1,-1.5%,-2.6%,-8.3%,-0.3,70,23.6%,-0.1%,-5.8%,-9.6%,nt,
O=C(c1ccc(=O)oc1)N1CCN(c2ccc(F)cc2)CC1,7.3%,-8.9%,4.7%,-0.7,71,7.5%,0.2%,-14.8%,-2.8%,i,
COCCN=c1scc(-c2ccc3c(c2)NC(=O)CO3)n1/N=C(\C)c1ccc(O)cc1,?,-27.8%,-27.8%,3.4,59,18.4%,0.4%,4.9%,-2.1%,i,
CC(C)n1c(CN2CCN(C(=O)c3ccco3)CC2)nc2c1c(=O)n(C)c(=O)n2C,8.1%,1.9%,7.6%,0.1,64,13.9%,0.5%,0.8%,16.3%,nt,
O=C(O)CC/C(=N\Nc1ccc(Cl)cc1)c1cccs1,13.3%,-8.5%,16.1%,2.0,89,2.2%,0.3%,4.8%,-6.2%,nt,
COCCC(=O)N1CCC(Oc2ccc(C(=O)NCc3ncc(C)[nH]3)cc2)CC1,7.1%,1.3%,0.8%,2.8,50,22.9%,-0.1%,11.4%,12.7%,nt,
Cc1ccc(OCC(=O)NCCCNC(=O)COc2ccc(C)cc2)cc1,7.4%,1.0%,7.8%,1.0,61,nt,0.3%,-11.8%,3.1%,nt,
COc1cc(C)ccc1OCCOc1c(Cl)cc(Cl)cc1Cl,12.6%,-1.4%,3.8%,2.1,75,17.2%,-0.3%,16.0%,24.8%,i,
COCCNc1nc2c(c(=O)n(Cc3cccc(Cl)c3)c(=O)n2C)n1C,2.5%,-2.6%,-6.7%,-0.6,47,6.1%,0.0%,2.3%,2.3%,nt,
O=C(NCC(c1ccco1)N1CCOCC1)c1cccc(Cl)c1 (stereo unspecified),-3.6%,0.7%,nt,1.5,72,3.1%,nt,nt,nt,nt,
C(=N\n1cnc2ccccc21)/c1cccnc1,-0.4%,-5.5%,11.9%,1.0,95,-2.0%,0.2%,7.6%,4.8%,i,Dengue-2 NS5 capping pilot replicate=4.5
CCN1CCN(C(=S)NCC2CCCO2)CC1 (stereo unspecified),186µM*,-2.3%,-5.8%,-2.0,29,9.8%,0.0%,6.6%,-1.2%,i,
CCn1c2ccccc2c2nnc(SCC(N)=O)nc21,4.6%,-4.9%,7.1%,-1.6,49,-1.0%,0.0%,-0.2%,-23.3%,i,
COc1cc(O)c(C(CC(=O)N2CCOCC2)c2ccc(N(C)C)cc2)c(OC)c1 (stereo unspecified),20.7%,1.4%,-0.2%,-5.7,85,10.4%,-0.1%,4.9%,-7.7%,i,
COc1ccc(C2CC(=O)C(C=NCCN3CCN(C(C)=O)CC3)=C(O)C2)cc1 (stereo unspecified),-0.7%,2.8%,12.5%,0.4,37,-1.5%,-0.3%,-12.6%,-5.8%,i,
CN(NC1OC(=O)c2ccccc21)c1ccccc1[N+](=O)[O-] (stereo unspecified),6.0%,-13.9%,-1.1%,0.2,57,8.6%,-0.2%,3.2%,-3.1%,i,
CCc1cccc(CC)c1NC(=S)NCC(c1cccnc1)N1CCOCC1 (stereo unspecified),5.6%,-0.7%,-1.7%,-3.1,16,13.5%,-0.1%,-6.4%,-5.7%,i,
CC(=O)NS(=O)(=O)c1ccc(NC(=O)c2cc(-c3ccc(C)c(C)c3)nc3ccccc23)cc1,5.4%,17.4%,6.4%,1.3,53,0.8%,0.3%,9.6%,nt,i,
COC1=C(N2CCOCC2)C(=O)c2ccccc2C1=O,12.2%,-1.3%,1.7%,1.0,77,-5.2%,0.0%,-0.7%,-0.1%,nt,
COc1ccc(-c2n[nH]c(=S)n2-c2ccccc2C)cc1,8.8%,-12.7%,-11.1%,-1.4,65,6.4%,0.2%,2.1%,-0.8%,nt,
CC(C)(C)N(Cc1ccccc1)C(=O)COC(=O)c1ccccc1SCC(=O)N1CCCC1,1.8%,0.7%,nt,2.3,65,13.1%,nt,nt,nt,nt,
COc1cccc(/C=C/C(=O)OC(C)C(=O)Nc2c(C)n(C)n(-c3ccccc3)c2=O)c1 (stereo unspecified),1.5%,-0.8%,23.0%,3.6,44,1.6%,-0.3%,-1.9%,3.3%,i,
O=C(Cn1cccc1C(=O)c1ccccc1)NCc1cccnc1,14.8%,-10.0%,-3.8%,-1.8,40,-5.0%,0.0%,-6.3%,-15.0%,i,
O=C(COc1ccc(Cl)cc1)NNC(=S)NCc1ccccc1,-0.1%,21.4%,-26.6%,-0.4,48,8.2%,1.3%,9.9%,-3.8%,nt,
COc1ccccc1N=c1sc2ccccc2n1C,6.5%,-0.7%,-0.1%,0.0,39,9.0%,-0.1%,6.5%,8.5%,i,
COc1ccccc1NC(=O)c1cc2c(CO)cnc(C)c2oc1=Nc1ccc(OC)c(OC)c1,-1.8%,-0.7%,-4.4%,14.0,100,6.2%,-0.3%,4.9%,-1.6%,nt,
O=C(Nc1ccc(Cl)c(C(=O)N2CCOCC2)c1)c1ccccc1,-1.8%,-5.1%,12.1%,-1.6,61,13.1%,0.1%,-2.1%,-13.2%,nt,
O=C(NC1CC1)[C@@H]1CSC2c3ccccc3C(=O)N21 (stereo partly specified),0.7%,10.7%,-1.4%,1.3,64,5.8%,-0.2%,-3.5%,-5.0%,nt,
O=C(NC1CCSC1=O)c1cccc(C(=O)NC2CCSC2=O)c1 (stereo unspecified),0.8%,-1.4%,7.0%,-0.5,70,0.9%,0.3%,1.2%,1.0%,i,
COc1ncnc(OC)c1S(=O)(=O)NCc1ccccc1,4.5%,-2.9%,38.6%,1.1,87,18.1%,0.0%,9.1%,-2.6%,nt,
CN(C)C1(CNC(=O)c2cccc(S(=O)(=O)Nc3ccc(Br)cc3)c2)CCCCC1,6.4%,-5.2%,nt,0.5,46,9.7%,nt,nt,nt,nt,
Cc1cc(C(=O)Nc2ccc(N3CCCC3)c(Cl)c2)ccc1[N+](=O)[O-],9.2%,0.9%,-13.8%,5.6,82,-21.2%,-0.3%,-5.3%,6.0%,i,
CC(C)c1nnc(SCC(=O)N2CCc3ccccc32)n1C,6.3%,-4.0%,?,-1.0,91,3.7%,0.4%,7.9%,7.9%,i,
COc1ccc(C(=O)N/N=C/c2cc3ccccc3[nH]c2=O)cc1,2.6%,-5.1%,4.9%,-0.3,63,-1.2%,-0.2%,-9.2%,8.1%,i,

# 3 entries from above, ordered by SMILES length, low to high:
SMILES,MgcRacGAP inhibition,Dengue-2 NS5 capping,AID2073,NTR1 agonist,NTR1 agonist cell count 20 µM,Large T inhibition,GPR55 activation,GPR35 antagonists,GPR55 LPI antagonism,Yfh1-off respiration,others
O=C(NC1CCSC1=O)c1cccc(C(=O)NC2CCSC2=O)c1 (stereo unspecified),0.8%,-1.4%,7.0%,-0.5,70,0.9%,0.3%,1.2%,1.0%,i,
COc1ccc(C(=O)N/N=C/c2cc3ccccc3[nH]c2=O)cc1,2.6%,-5.1%,4.9%,-0.3,63,-1.2%,-0.2%,-9.2%,8.1%,i,
CN(C)C1(CNC(=O)c2cccc(S(=O)(=O)Nc3ccc(Br)cc3)c2)CCCCC1,6.4%,-5.2%,nt,0.5,46,9.7%,nt,nt,nt,nt,
